HTR5A inv ctr: counter-screen for OPRM1-OPRD1 inverse agonists: human HTR5A inverse agonism | inhibition, % at 9.3 µM | HTR5A cell line, luminescence | hit rate 0.083% among 340,000 | AID 504634 | P47898; in the data active means inhibition mostly above about 23%, no sharp cut-off; inactive means mostly below about 18%;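 further: 0% = cells with DMSO and 100% = no-cell wells with DMSO; some compounds called inactive have numbers as strong as hits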
Target sequence (P47898 whole entry, looked up): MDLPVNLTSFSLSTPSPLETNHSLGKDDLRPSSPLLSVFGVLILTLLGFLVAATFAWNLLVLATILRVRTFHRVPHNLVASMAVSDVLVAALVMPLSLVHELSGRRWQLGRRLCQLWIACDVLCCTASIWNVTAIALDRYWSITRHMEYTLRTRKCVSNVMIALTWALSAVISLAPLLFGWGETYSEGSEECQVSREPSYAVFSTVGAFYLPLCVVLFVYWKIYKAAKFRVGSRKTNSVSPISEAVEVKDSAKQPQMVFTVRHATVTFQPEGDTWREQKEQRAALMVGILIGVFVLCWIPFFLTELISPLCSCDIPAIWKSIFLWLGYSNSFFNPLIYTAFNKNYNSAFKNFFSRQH
MOR-DOR inv ag: inverse agonists of human mu-delta opioid receptor heterodimerization. inhibition, % at 9.3 µM. cell-based MOR-DOR heterodimer luminescence, inverse agonism. hit rate 0.21% among 340,000. P35372+P41143; in the data active means inhibition above about 22%, passing the limit was not always enough;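 further: 0% = cells with DMSO and 100% = wells without cells with DMSO; values of inactives mirror those of a sister screen read the other way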
PKA-R2B act: activators of human PKA-R2B complex. hit rate 0.079% among 340,000. PKA-R2B holoenzyme dissociation, Cy5-IP20 fluorescence polarization; R2B truncated from residue 108, S112A mutant; 0% DMSO only, 100% 113 µM cGMP. P22694+P31323. activation, % at 11.4 µM;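 active means activation above a cutoff set at the mean over all compounds plus 3 SD, cut at about 18% in these data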;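 further: higher means more holoenzyme dissociation and a rise in polarization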
Target sequence (P31323 whole entry, looked up, other chains not shown, the tested form may be a part): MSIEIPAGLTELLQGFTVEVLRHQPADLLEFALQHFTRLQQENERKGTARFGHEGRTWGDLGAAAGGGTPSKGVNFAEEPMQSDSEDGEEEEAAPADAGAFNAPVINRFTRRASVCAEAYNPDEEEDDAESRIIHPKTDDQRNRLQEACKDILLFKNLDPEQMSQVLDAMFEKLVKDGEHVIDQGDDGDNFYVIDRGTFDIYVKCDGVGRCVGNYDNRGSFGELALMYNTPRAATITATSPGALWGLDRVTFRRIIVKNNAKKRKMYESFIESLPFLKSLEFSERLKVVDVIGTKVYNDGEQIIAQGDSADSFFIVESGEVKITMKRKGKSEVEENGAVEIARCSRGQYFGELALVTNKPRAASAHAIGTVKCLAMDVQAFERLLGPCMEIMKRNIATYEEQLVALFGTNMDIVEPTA
E coli growth: reduces bacterial viability in AddAB counter-screen; E. coli V3065 growth, OD600 absorbance, 18 h; inhibition, % at 11.9 µM; hit rate 0.27% among 330,000; AID 449728;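 active means inhibition above the campaign's mean inhibition across all tested compounds plus 3 SD, cut at about 9.9% in these data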;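 further: uninfected addAB+ strain grown without phage in ampicillin broth; 0% = DMSO wells and 100% = ciprofloxacin 0.95 µg/ml wells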
SUMO Mot1 rescue: SUMOylation pathway inhibition by Mot1-301 growth rescue; S. cerevisiae Mot1-301 growth rescue, ATP luminescence, 38.5C; percent above DMSO median, 100 means doubled; hit rate 1% among 320,000; AID 2716; growth rescue, % at 18.8 µM;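 active means every valid replicate shows activation above 250% relative to neutral control wells; inactive means the rest, any valid replicate at or below 250%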;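 further: OY570 slx delta 5 strain wells were the positive control but not used for scaling; some compounds called inactive have numbers as strong as hits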
PKA-R1A activ: activates the PKA-R1A holoenzyme complex. hit rate 0.083% among 340,000. P00514+P68181. activation, % at 11.4 µM. PKA-R1A dissociation, Cy5-IP20 fluorescence polarization; scaled: DMSO 0%, 113 µM cGMP 100%;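 active means percent activation above the mean of all tested compounds plus 3 SD, cut at about 19% in these data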;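 further: higher means more PKAc released from R1A so a rise in polarization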
PfHsp90 set2: inhibits growth of yeast expressing Plasmodium falciparum Hsp90; S. cerevisiae expressing PfHsp90, BacTiter-Glo ATP, 48 h; yeast lacking PDR1 and PDR3 efflux regulators; AID 504621; hit rate 0.32% among 310,000; inhibition, % at 9.4 µM;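 active means every replicate shows inhibition above about 80%, whatever the replicate mean, limit read from the data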;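 further: 0% = DMSO neutral controls and 100% = 20 µM radicicol positive controls; yeast relying on Plasmodium falciparum Hsp90 in place of its own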
Tat transport: E. coli Tat transport inhibition. E. coli MC4100 TorA-mCherry Tat export, fluorescence. inhibition, % at 10 µM. hit rate 0.036% among 340,000. AID 488895;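 active means mean replicate inhibition at least 50% and at least half of replicates individually reaching 50%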;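 further: exported cargo escapes ClpAP degradation while cytoplasmic cargo is degraded and loses fluorescence; 0% = median of neutral control wells and 100% = median of NaSCN control wells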
AddAB inh: less growth of phage-infected E. coli with AddAB. E. coli expressing H. pylori AddAB, absorbance growth. hit rate 0.29% among 330,000. inhibition, % at 11.9 µM; in the data active means inhibition above about 12%;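 further: 0% = vehicle wells of infected cells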
phage Ecoli inh: E. coli growth loss with phage present | hit rate 0.26% among 360,000 | inhibition, % at 11.9 µM | growth absorbance; in the data active means inhibition above about 11%
MOR-DOR ag: OPRM1-OPRD1 heterodimerization agonism; P35372+P41143; cells, luminescence; activation, % at 9.3 µM; hit rate 0.3% among 340,000; in the data active means activation above about 18%;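 further: 0% = vehicle-treated cells and 100% = reference agonist; values of inactives mirror those of a sister screen read the other way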
The depositor's hits bear a star. Outcome played no part in choosing rows; any-hit rate near 2.2%.

Results for COc1cc2nc(CN3C(=O)c4ccccc4C3=O)oc(=O)c2cc1OC ?
HTR5A inv ctr: -1.1; MOR-DOR inv ag: 2.9; PKA-R2B act: -2.0; E coli growth: 0.7; SUMO Mot1 rescue: -3.0; PKA-R1A activ: 3.4; PfHsp90 set2: 13.6; Tat transport: -2.4; AddAB inh: 2.9; phage Ecoli inh: 4.5; MOR-DOR ag: -0.5

Results for CCCn1c(N)c(N(CCOC)C(=O)CSc2cc(C)c3ccccc3n2)c(=O)[nH]c1=O ?
HTR5A inv ctr: 2.0; MOR-DOR inv ag: 4.5; PKA-R2B act: 4.7; PKA-R1A activ: -6.2; PfHsp90 set2: 11.9; Tat transport: -12.4; phage Ecoli inh: 2.1; MOR-DOR ag: -0.9

Results for COc1ccc(NS(=O)(=O)c2ccc(NC(C)=O)cc2)cc1OC ?
HTR5A inv ctr: -19.9; MOR-DOR inv ag: -0.5; PKA-R2B act: 4.9; E coli growth: -1.2; SUMO Mot1 rescue: -0.4; PKA-R1A activ: -2.4; Tat transport: -2.8; AddAB inh: 3.1; phage Ecoli inh: 4.1; MOR-DOR ag: 0.1

What do the screens show for `Cc1ccc(OCC(=O)NNC(=O)c2ccco2)c(C)c1`?
HTR5A inv ctr: 11.5; MOR-DOR inv ag: 15.8; PKA-R2B act: -6.5; E coli growth: 2.7; SUMO Mot1 rescue: -4.5; PKA-R1A activ: -1.6; PfHsp90 set2: 16.7; Tat transport: -0.2; AddAB inh: 3.2; phage Ecoli inh: -0.8; MOR-DOR ag: -4.8

How did Nc1ncnc2c1ncn2C1CCCC(CO)O1 (centres undefined) do in these assays?
HTR5A inv ctr: 6.7; MOR-DOR inv ag: 4.0; PKA-R2B act: 3.4; PKA-R1A activ: 2.0; PfHsp90 set2: 16.3; Tat transport: -6.7; phage Ecoli inh: -2.2; MOR-DOR ag: -0.9

What do the screens show for `CN(C)Cc1c(C(=O)N/N=C/c2cccc(OCc3ccccc3)c2)nnn1-c1nonc1N`?
HTR5A inv ctr: 8.5; MOR-DOR inv ag: -24.6; PKA-R2B act: 2.6; E coli growth: -0.5; SUMO Mot1 rescue: 21.1; PKA-R1A activ: 0.1; PfHsp90 set2: 2.6; Tat transport: 5.1; AddAB inh: 6.8; phage Ecoli inh: 2.5; MOR-DOR ag: 4.9

Results for O=C(Nc1ccccc1)c1nccn1Cc1ccc(F)cc1 ?
HTR5A inv ctr: 1.6; MOR-DOR inv ag: -16.6; PKA-R2B act: -18.2; E coli growth: 0.1; SUMO Mot1 rescue: 505.0; PKA-R1A activ: -11.8; PfHsp90 set2: -2.8; Tat transport: -2.7; AddAB inh: 0.7; phage Ecoli inh: 3.0; MOR-DOR ag: 2.3

How did Cc1ccccc1OCC(=O)OCC(=O)NCc1cccs1 do in these assays?
HTR5A inv ctr: 5.6; MOR-DOR inv ag: -1.5; PKA-R2B act: 7.3; E coli growth: 0.6; SUMO Mot1 rescue: -4.9; PKA-R1A activ: 1.6; PfHsp90 set2: -10.5; Tat transport: -3.1; AddAB inh: 0.2; phage Ecoli inh: 1.1; MOR-DOR ag: 0.3

What do the screens show for `CNC(=O)c1nn(-c2ccc(C)cc2)ccc1=O`?
HTR5A inv ctr: 4.4; MOR-DOR inv ag: 14.3; PKA-R2B act: 0.7; E coli growth: 2.6; SUMO Mot1 rescue: 51.7; PKA-R1A activ: -0.7; PfHsp90 set2: -10.3; Tat transport: 4.3; AddAB inh: 1.3; phage Ecoli inh: 2.9; MOR-DOR ag: -2.9

Results for S=C(NCc1ccc2c(c1)OCO2)Nc1ccc2nsnc2c1 ?
HTR5A inv ctr: 5.4; MOR-DOR inv ag: -13.7; PKA-R2B act: -14.2; E coli growth: 7.0; SUMO Mot1 rescue: -8.9; PKA-R1A activ: 0.8; PfHsp90 set2: 24.8; Tat transport: -1.7; AddAB inh: 5.8; phage Ecoli inh: 7.6; MOR-DOR ag: 2.6

Results for Cc1cc(/C=C2\SC(=O)N(C)C2=O)c(C)n1-c1ccc(O)cc1 ?
HTR5A inv ctr: 9.7; MOR-DOR inv ag: -46.3; PKA-R2B act: 6.2; E coli growth: 0.5; SUMO Mot1 rescue: 19.4; PKA-R1A activ: 2.0; PfHsp90 set2: 15.4; Tat transport: 5.2; AddAB inh: 2.7; phage Ecoli inh: -1.7; MOR-DOR ag: 9.3

Results for CCOC(=O)C1=C(C)NC(=O)NC1c1ccc(OCC(=O)OC)c(OC)c1 (centres undefined) ?
HTR5A inv ctr: 21.0; MOR-DOR inv ag: -9.6; PKA-R2B act: 1.4; E coli growth: 2.5; SUMO Mot1 rescue: 1.5; PKA-R1A activ: 4.2; PfHsp90 set2: -8.1; Tat transport: -3.5; AddAB inh: 2.5; phage Ecoli inh: 2.4; MOR-DOR ag: 1.7

Results for Cc1cc(C(=O)CNCc2ccco2)c(C)n1-c1ccc(F)cc1 ?
HTR5A inv ctr: 9.7; MOR-DOR inv ag: 1.3; PKA-R2B act: -6.0; E coli growth: -0.2; SUMO Mot1 rescue: -9.2; PKA-R1A activ: -6.5; PfHsp90 set2: 21.0; Tat transport: -3.4; AddAB inh: -0.4; phage Ecoli inh: 0.1; MOR-DOR ag: -0.2

What do the screens show for `COCc1nc2ccccc2n1Cc1ccc(Br)cc1`?
HTR5A inv ctr: -5.9; MOR-DOR inv ag: 22.0; PKA-R2B act: -6.0; E coli growth: 3.5; SUMO Mot1 rescue: -23.9; PKA-R1A activ: -2.8; PfHsp90 set2: -17.0; Tat transport: -8.3; AddAB inh: 5.7; phage Ecoli inh: 1.6; MOR-DOR ag: -4.5

How did COc1ccc(S(=O)(=O)N(C)CC(=O)N2CCN(Cc3ccccc3)CC2)cc1C do in these assays?
HTR5A inv ctr: 9.2; MOR-DOR inv ag: -19.3; PKA-R2B act: -3.1; E coli growth: -1.9; SUMO Mot1 rescue: 17.8; PKA-R1A activ: -0.4; PfHsp90 set2: -0.2; Tat transport: 6.0; AddAB inh: -0.8; phage Ecoli inh: 3.7; MOR-DOR ag: 3.5

How did Cc1ccc(/C=N/Nc2nncc(-c3ccccc3)n2)o1 do in these assays?
E coli growth: 1.5; SUMO Mot1 rescue: 4.7; PfHsp90 set2: -11.2; Tat transport: 2.0; AddAB inh: 2.1; phage Ecoli inh: 3.0

Results for Cc1ccc(-c2cc3nc(C)cc(C)n3n2)cc1 ?
HTR5A inv ctr: 12.3; MOR-DOR inv ag: 13.2; PKA-R2B act: -10.2; E coli growth: 1.7; SUMO Mot1 rescue: 34.5; PKA-R1A activ: -18.8; PfHsp90 set2: -5.1; Tat transport: -6.6; AddAB inh: 4.2; phage Ecoli inh: 5.4; MOR-DOR ag: -2.3

What do the screens show for `CCCCCCC/C(C)=N/NC(=O)CC(=O)NCCc1ccccc1`?
HTR5A inv ctr: -5.9; MOR-DOR inv ag: 10.8; PKA-R2B act: 1.0; E coli growth: -2.7; SUMO Mot1 rescue: -6.1; PKA-R1A activ: -6.8; PfHsp90 set2: 20.0; Tat transport: -4.4; AddAB inh: 0.5; phage Ecoli inh: 2.7; MOR-DOR ag: -1.7

What do the screens show for `COc1ccccc1OCCNC(=O)C(CCSC)NC(=O)COc1ccccc1` (centres undefined)?
HTR5A inv ctr: 5.7; MOR-DOR inv ag: 2.8; PKA-R2B act: 0.0; E coli growth: 0.3; SUMO Mot1 rescue: 4.4; PKA-R1A activ: 11.3; PfHsp90 set2: -6.9; Tat transport: 4.9; AddAB inh: -1.3; phage Ecoli inh: 1.4; MOR-DOR ag: -0.7

Results for C/C(=N\NC(=O)NC1CCCCC1)C1CCCCC1 ?
HTR5A inv ctr: -17.9; MOR-DOR inv ag: -7.4; PKA-R2B act: -7.8; E coli growth: 0.0; SUMO Mot1 rescue: 3.7; PKA-R1A activ: -4.5; PfHsp90 set2: -3.5; Tat transport: 27.8; AddAB inh: 4.0; phage Ecoli inh: -0.4; MOR-DOR ag: 1.4

How did CC(C)NC(=O)c1ccc(-c2ccccc2C(F)(F)F)o1 do in these assays?
HTR5A inv ctr: 4.6; MOR-DOR inv ag: 4.7; PKA-R2B act: 12.0; E coli growth: -0.9; SUMO Mot1 rescue: 14.4; PKA-R1A activ: 3.8; PfHsp90 set2: -29.4; Tat transport: -16.8; AddAB inh: 0.9; phage Ecoli inh: -1.7; MOR-DOR ag: -1.0

How did OCCC1CN(Cc2cccc3c2OCO3)CCN1C1CCCCC1 (centres undefined) do in these assays?
HTR5A inv ctr: -24.5; MOR-DOR inv ag: -40.7; PKA-R2B act: 0.6; E coli growth: 0.3; SUMO Mot1 rescue: -13.8; PKA-R1A activ: -20.1; PfHsp90 set2: 0.4; Tat transport: -1.5; AddAB inh: 1.6; phage Ecoli inh: 4.4; MOR-DOR ag: 5.9

What do the screens show for `COc1ccc(CC(=O)Nc2sc3c(c2C(N)=O)CCCC3)cc1`?
HTR5A inv ctr: -15.0; MOR-DOR inv ag: 12.3; PKA-R2B act: 9.4; E coli growth: -3.4; SUMO Mot1 rescue: -19.5; PKA-R1A activ: -11.4; PfHsp90 set2: -13.3; Tat transport: 2.1; AddAB inh: -1.7; phage Ecoli inh: 2.9; MOR-DOR ag: -2.7

How did COCCCNc1nnc(Cc2ccc(Cl)cc2)c(=O)[nH]1 do in these assays?
HTR5A inv ctr: -18.6; MOR-DOR inv ag: 21.6; PKA-R2B act: -4.0; E coli growth: -0.2; SUMO Mot1 rescue: -11.1; PKA-R1A activ: 3.8; PfHsp90 set2: 4.3; Tat transport: -5.3; AddAB inh: -0.3; phage Ecoli inh: 4.1; MOR-DOR ag: -3.9

What do the screens show for `COc1ccc(-c2noc(CN(C(=O)c3ccc4c(c3)OCO4)C(C)C)n2)cc1OC`?
HTR5A inv ctr: -4.0; MOR-DOR inv ag: -1.5; PKA-R2B act: 18.7*; E coli growth: -0.6; SUMO Mot1 rescue: 6.2; PKA-R1A activ: 8.9; PfHsp90 set2: -9.2; Tat transport: 2.6; AddAB inh: -0.1; phage Ecoli inh: 3.2; MOR-DOR ag: 0.2

Results for COc1ccc(-c2c3c(cc4ncn(Cc5ccccc5)c24)COC3=O)cc1 ?
HTR5A inv ctr: 16.5; MOR-DOR inv ag: -7.3; PKA-R2B act: 0.9; E coli growth: -0.3; SUMO Mot1 rescue: -4.8; PKA-R1A activ: -3.7; PfHsp90 set2: -15.6; Tat transport: -4.6; AddAB inh: 2.5; phage Ecoli inh: 0.5; MOR-DOR ag: 1.3

What do the screens show for `COc1ccc(C(=O)CCS(=O)(=O)c2ccc(F)cc2)cc1OC`?
HTR5A inv ctr: -3.4; MOR-DOR inv ag: 7.6; PKA-R2B act: -5.5; E coli growth: 1.1; SUMO Mot1 rescue: 178.6; PKA-R1A activ: 2.7; PfHsp90 set2: -3.1; Tat transport: -9.5; AddAB inh: 2.1; phage Ecoli inh: 1.0; MOR-DOR ag: -1.3

What do the screens show for `c1cnc2ccc(-c3ccc4ncccc4c3)cc2c1`?
HTR5A inv ctr: 5.7; MOR-DOR inv ag: 10.5; PKA-R2B act: -11.2; E coli growth: -2.3; SUMO Mot1 rescue: -7.5; PKA-R1A activ: -19.7; PfHsp90 set2: -11.7; Tat transport: -2.3; AddAB inh: 0.7; phage Ecoli inh: 2.9; MOR-DOR ag: -2.2

Screens deposited in PubChem BioAssay by several laboratories.
